Bioassay records: PubChem BioAssay, several laboratories
CTSL1 counter – Fasciola hepatica cathepsin L1 inhibitors, primary screen, counter-screen for PFM18AAP inhibitor project, biochemical, QFRET, fluorogenic peptide substrate; recombinant F. hepatica cathepsin L1, Z-Leu-Arg-MCA fluorescence; inhibition, % at 5.96 µM; 300,000 tested, 0.49% active; AID 1906, 2009;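 active = inhibition above the mean of all tested compounds plus 3 SD, set per screening campaign, cut at about 17% in these data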;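 note: 0% = plate median of test compound wells and 100% = 1 µM Z-Phe-Ala-diazomethylketone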
HCV core dimer – inhibitors of HCV core protein dimerization, primary screen, biochemical, TR-FRET, high-throughput; inhibition, % at 5 µM; 300,000 tested, 0.33% active; AID 1899, 2009; TR-FRET GST/Flag-core106 dimerization, 1536-well;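 active = inhibition above the mean of all tested compounds plus 3 SD, set per screening campaign, cut at about 45% in these data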
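test system = GST/Flag-tagged HCV core106 proteins | probe or stimulus = Eu donor and XL665 acceptor anti-tag antibodies | times = compound-protein-antibody incubation 4 h at 22.5 °C | signal = TR-FRET, excitation 340 nm, emission 617 and 671 nm | measure = percent inhibition of core106 dimerization signal | controls = wells lacking GST-core106 and wells with excess unlabelled core106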
procasp3 activ – activators of human procaspase-3 D3A mutant, primary screen, biochemical, absorbance, PC-3 D3A mutant, single concentration | recombinant procaspase-3 D3A, Ac-DEVD-pNA absorbance 405 nm | activation, % at 8.5 µM | 330,000 tested, 0.11% active | AID 463141, 2010;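 active = activation above the mean of all tested compounds plus 3 SD, cut at about 21% in these data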;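 note: 0% = DMSO alone and 100% = DMSO wells spiked with extra 5 µM PC-3 D3A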
Target sequence (P42574 whole entry D9A/D28A/D175A): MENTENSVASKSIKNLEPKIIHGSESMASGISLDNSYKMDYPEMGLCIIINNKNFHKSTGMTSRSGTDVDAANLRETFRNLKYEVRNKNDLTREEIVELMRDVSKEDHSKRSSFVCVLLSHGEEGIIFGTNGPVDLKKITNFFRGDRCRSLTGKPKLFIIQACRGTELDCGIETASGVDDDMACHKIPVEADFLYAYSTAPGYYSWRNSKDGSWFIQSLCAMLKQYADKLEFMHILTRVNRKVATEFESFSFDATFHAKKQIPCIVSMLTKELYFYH
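Evaluation: percent activation relative to control range; Material: Procaspase-3 D3A mutant, all three cleavage aspartates alanine; Compound: single dose, 8.5 µM nominal compound, 0.8% DMSO; Replication: one well per compound; Signal: absorbance at 405 nm, 0 and 120 min; Schedule: 1 h preincubation plus 2 h reaction at 25 °C.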
GRK2 aptamer HTS – compounds blocking aptamer binding on GRK2 – biochemical, human GRK2, bead flow cytometry, HTS, primary screen. FAM-aptamer displacement from GRK2. inhibition of aptamer binding, % at 10 µM. 330,000 tested, 0.59% active;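 active = inhibition of aptamer binding above 40%, roughly 3 SD of noise, on plates passing a quality check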;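 note: median bead fluorescence of bound FAM aptamer so fluorescent compounds give negative values; no value below 0 was filed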
PP1 counter – PP1-alpha phosphatase inhibitors, primary screen, counter-screen for PP5 inhibitor project, biochemical, fluorescence, OMFP substrate, single point | purified PP1alpha | 320,000 tested, 0.9% active | inhibition, % at 6.7 µM | Serine/threonine-protein phosphatase PP1-alpha catalytic subunit (Homo sapiens), P62136;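 active = inhibition above the mean inhibition of all tested compounds plus 3 SD, computed separately for each screening campaign, cut at about 15% in these data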
Target sequence (P62136 whole entry, looked up): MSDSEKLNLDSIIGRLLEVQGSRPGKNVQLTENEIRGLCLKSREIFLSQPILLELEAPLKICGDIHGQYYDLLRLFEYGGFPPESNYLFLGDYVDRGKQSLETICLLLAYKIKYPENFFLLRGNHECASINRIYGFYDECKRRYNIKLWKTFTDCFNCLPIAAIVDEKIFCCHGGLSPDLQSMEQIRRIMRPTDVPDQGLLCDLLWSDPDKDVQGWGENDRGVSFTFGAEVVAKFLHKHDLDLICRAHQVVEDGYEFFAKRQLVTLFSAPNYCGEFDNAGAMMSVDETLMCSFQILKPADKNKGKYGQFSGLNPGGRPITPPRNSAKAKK
proCasp7 act – procaspase-7 activators, primary screen, counter-screen for procaspase-3 activator project, biochemical, absorbance, HTS, human. recombinant procaspase-7, Ac-DEVD-pNA absorbance 405 nm; D23A/D198A/D206A triple mutant, cannot self-cleave; scale: DMSO 0, 5 µM enzyme 100. 330,000 tested, 0.093% active. AID 463210, 2010. Caspase-7 (Homo sapiens), P55210. activation, % at 8.5 µM;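 active = percent activation above the screen-wide mean plus 3 SD, cut at about 25% in these data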
Target sequence (P55210 whole entry D23A/D198A/D206A): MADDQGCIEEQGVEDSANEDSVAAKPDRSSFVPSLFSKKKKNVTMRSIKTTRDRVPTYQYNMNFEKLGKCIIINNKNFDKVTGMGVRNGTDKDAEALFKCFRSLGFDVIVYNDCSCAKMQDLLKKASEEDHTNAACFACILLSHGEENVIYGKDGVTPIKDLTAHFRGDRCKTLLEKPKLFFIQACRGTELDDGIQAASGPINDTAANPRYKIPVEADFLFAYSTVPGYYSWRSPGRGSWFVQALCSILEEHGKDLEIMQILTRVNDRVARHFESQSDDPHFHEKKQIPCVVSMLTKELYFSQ
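buffer or medium = Zinc-free HEPES/NaCl buffer, pH 7.4 | material = Procaspase-7 triple mutant (PC-7 D3A) | input = 2 µM procaspase-7 mutant as dispensed | signal = Epi-absorbance of released pNA at 405 nm, two timepoints | timing = 1 h preincubation, 2 h reaction | replicates = singlicate compound testing | evaluation = % activation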
GASC-1 inh – inhibitors of GASC-1 histone demethylase, primary screen, biochemical, fluorescence, DELFIA europium; Lysine-specific demethylase 4C (Homo sapiens), Q9H3R0; AID 2099, 2009; 330,000 tested, 0.069% active; inhibition, % at 2.35 µM; GST-JMJD2C(1-420) H3K9me3 demethylation;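 active = more than half of a compound's replicate wells show inhibition beyond 50%, single wells judged on their own value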;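 note: signal counts dimethyl H3K9 product captured on neutravidin plate; 0% = median of DMSO wells and 100% = 0.3 times that DMSO median; strong numbers were not always called active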
VLA-4 inh – inhibition in human VLA-4 binding assay, primary screen, VLA-4 allosteric modulator project, MLPCN library, flow cytometry, VLA-4 expressing cells; ligand binding flow cytometry; inhibition, % (about 7 µM as worked out from the volumes in the protocol); 330,000 tested, 0.2% active; in the data active = inhibition above about 50%
PP5 primary – PP5 phosphatase inhibitors, primary screen, biochemical, fluorescence; AID 1987, 2009; inhibition, % at 6.7 µM; 320,000 tested, 0.18% active; purified PP5c, OMFP substrate fluorescence; Serine/threonine-protein phosphatase 5 (Homo sapiens), P53041;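 active = inhibition above the campaign's mean inhibition across all tested compounds plus 3 SD, cut at about 9.5% in these data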;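 note: 0% = DMSO only and 100% = 100 µM cantharidin control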
Active calls of the source: *; i = inactive; / = no result given. Rows were taken by chance; about 2.6% have a hit in one of these screens.

mol	PP1 counter	GASC-1 inh	GRK2 aptamer HTS	CTSL1 counter	procasp3 activ	VLA-4 inh	proCasp7 act	HCV core dimer	PP5 primary
CCC1CCCCN1Cc1ccc(CNS(=O)(=O)c2ccc3c(c2)oc(=O)n3C)o1 (stereo not given)	3	1	1	-3	2	-68	3	-3	2.7
Cc1cnc(C(=O)OCC(=O)C23CC4CC(CC(C4)C2)C3)cn1	0	-4	3	-15	3	1	-4	5	3.9
CCC(C)[C@H](NC(=O)NCC1CCCO1)C(=O)OC (stereo not given in full)	-6	21	0	-5	2	14	13	-5	3.5
Cc1ccc(NC(=O)Cn2cnc3ccccc32)cc1C	0	-3	0	1	3	1	5	2	0.4
COc1ccc(CS(=O)(=O)c2nc(C)cc(C)c2S(C)(=O)=O)cc1	-3	3	0	0	1	-3	1	4	2.6
CCn1cnc2sc(C(=O)N3CCN(c4ccc(OC)cc4)CC3)c(C)c2c1=O	-4	-11	1	-2	-9	30	8	1	2.7
C#CCOCCOCCOCCNc1nc(N2CCN(C(=O)[C@H](CCCCN)n3cc([C@@H](N)[C@H](C)CC)nn3)CC2)nc(N2CCN(C(=O)[C@H](CCC(=O)O)n3cc([C@@H](N)CCCCN)nn3)CC2)n1	/	10	0	/	6	15	13	/	/
CN(Cc1n[nH]c(=S)n1C)S(=O)(=O)c1ccccc1	-5	-4	1	-3	2	-1	-2	2	0.8
CCCOc1ccc(-c2nc(C#N)c(N3CCN(C)CC3)o2)cc1	0	-6	0	1	6	2	7	-2	-1.4
NC(=O)c1ccnc2c(O)cccc12	-4	5	0	/	3	14	9	/	-3.0
CC(C)CC(C(=O)O)N(Cc1ccccc1)Cc1ccccc1 (stereo not given)	0	11	0	4	1	2	2	3	0.1
COc1ccc(S(=O)(=O)N2CCCCCC2)cc1NC(=O)c1ccccc1	1	-24	7	2	4	16	-11	0	4.1
CCCCNC(=S)N=Nc1c(O)[nH]c2ccccc12	1	-18	0	1	9	4	10	-2	1.4
O=C(CCC1CCCC1)c1c(O)c2ccccc2oc1=O	0	9	2	6	-1	7	1	-2	1.8
CCOc1ccc(S(=O)(=O)NC(C)C(=O)NCc2ccc3c(c2)OCO3)cc1 (stereo not given)	-6	1	0	-3	-3	-60	-9	0	0.3
COc1ccc(/C(C)=N/Nc2cccc(C(=O)O)c2)cc1OC	-2	5	0	-1	-1	3	-7	-2	-1.5
NNC(=O)c1sccc1OCc1ccc(Cl)cc1Cl	4	9	0	2	1	5	-6	2	1.4
COC(=O)c1ccccc1NC(=O)Cn1nnc(-c2ccc(OC)cc2)n1	-5	-8	0	2	-8	5	10	-2	2.3
CCOc1ccc(NC(=O)N2CCC(C(=O)c3ccc(F)cc3)CC2)cc1	2	-7	2	-3	3	7	8	5	3.9
COc1ccc(S(=O)(=O)NCCC(C)C)cc1C	3	5	0	-2	3	0	-1	-3	4.5
Cn1c(SCC(=O)Nc2nccs2)nnc1-c1ccco1	-2	1	0	-5	6	0	2	-6	0.5
CC1C(=O)NN=C1C(=O)N/N=C\c1ccc(O)cc1O (stereo not given)	2	-2	0	1	-4	1	-3	-9	-0.7
FC(F)(F)c1cnc(NNC(=S)Nc2ccc(Cl)cc2)c(Cl)c1	1	8	1	-1	-2	-10	-15	5	3.0
Cc1cc(Cl)c2oc(C(=O)NCC(C)(C)N3CCOCC3)c(C)c2c1	-1	-27	0	0	-4	-3	7	1	0.6
COc1ccc(-c2nc3c(c(SCC(=O)N4CCOCC4)n2)Cc2c(CO)cnc(C)c2O3)cc1	-6	-4	1	7	3	-2	-9	5	1.1
CCN1CCN(C(=O)/C=C/c2ccccc2[N+](=O)[O-])CC1	1	9	2	-1	7	1	-9	-7	0.3
O=C(NC1=NCCS1)c1cc(-c2ccc(F)cc2)nc2ccccc12	4	2	2	-3	7	13	-6	-7	8.0
CCCCc1ccc(NC(=O)NCc2cccnc2)cc1	-1	0	0	-5	6	4	1	-1	3.4
Cc1c(NC(=O)Cn2[nH]c(=O)c3ccccc3c2=O)c(=O)n(-c2ccccc2)n1C	-4	-5	1	-12	-10	13	-2	3	1.3
Cc1cccc2nc3ccccc3nc12	-5	-12	12	0	5	2	0	-7	-1.2
c1ccc(Nc2scc(-c3ccccc3)[n+]2Cc2ccco2)cc1	2	3	0	0	-7	-2	-8	-6	2.5
CCOC(=O)C1=C(c2ccccc2)NC(=O)NC1c1cc(Cl)c(O)c(OC)c1 (stereo not given)	0	-6	1	2	-4	2	-2	0	-2.1
Cc1ccc(-c2nc3ccccc3[nH]2)cn1	-3	2	0	5	1	9	4	-1	0.2
O=C(COC(=O)CCS(=O)(=O)c1ccccc1)Nc1ccccc1	-2	16	2	/	-6	12	1	/	-1.4
O=C(CC1SC(=Nc2ccc(OC(F)F)cc2)N(CCN2CCOCC2)C1=O)Nc1ccc(F)cc1F (stereo not given)	-4	4	3	-1	3	4	2	5	0.1
CCCCC(CC(O)COCCC)C(=O)NN (stereo not given)	-1	10	4	-7	1	8	-1	-8	3.8
COc1ccc(C(=O)COC(=O)c2ccccn2)cc1OC	-3	3	1	/	0	0	7	/	2.0
C=CCn1cnc2c(nnn2-c2ccc(C)c(C)c2)c1=O	-6	-5	0	-3	10	9	3	2	2.2
CCCOc1ccc(C(=O)c2ccccc2C(=O)O)cc1OCCC	-2	9	2	-1	5	-5	-9	3	2.8
CCOc1ccc(NC(=O)CN(C)C(=O)c2cn3ccccc3n2)cc1OCC	-3	-4	3	-1	18	4	-4	-4	-2.2
O=C1c2ccccc2C(=O)N1CCCCCCc1ccccc1	-2	1	0	/	1	-7	3	/	0.1
COc1ccc(CC(=O)Nc2nc(-c3ccc(OC)c(OC)c3)cs2)cc1OC	-1	-1	9	-2	-2	18	-5	-3	5.0
C=CC[C@@H](CC(=O)NCCO)C(=O)N[C@H](C)COC(=O)[C@@H](CC=C)Cc1ccc(F)cc1	/	-6	2	/	3	4	-9	/	/
O=C(Nc1ccc(S(=O)(=O)N2CCCCCC2)cc1)c1ccco1	-1	-4	0	-6	5	16	13	3	3.8
Cc1ccc(/C=C2\Oc3c(ccc(O)c3CN3CCN(C)CC3)C2=O)cc1	-2	-14	2	3	-1	5	-10	-2	2.8
O=C1CCC(=O)N1CCC(c1ccc(F)cc1)c1ccco1 (stereo not given)	1	1	1	2	-3	-4	0	-5	0.8
Cc1nc2c(-c3ccc(F)cc3)cnn2c(N)c1-c1ccc(F)cc1	5	-9	1	1	11	16	3	-2	4.8
CC(C)(C)c1csc(NC(=O)Cn2cnc3ccccc3c2=O)n1	2	-10	0	0	-10	17	-5	5	3.1

Sorted by value in HCV core dimer (falling): some entries from above.
compound,HCV core dimer
CC(C)(C)c1csc(NC(=O)Cn2cnc3ccccc3c2=O)n1,5
Cc1c(NC(=O)Cn2[nH]c(=O)c3ccccc3c2=O)c(=O)n(-c2ccccc2)n1C,3
NNC(=O)c1sccc1OCc1ccc(Cl)cc1Cl,2

Next part:
mol	PP1 counter	GASC-1 inh	GRK2 aptamer HTS	CTSL1 counter	procasp3 activ	VLA-4 inh	proCasp7 act	HCV core dimer	PP5 primary
CSc1ccc(S(=O)(=O)NCC(=O)OCCOc2ccccc2)cc1[N+](=O)[O-]	-5	-3	3	-11	8	6	3	1	1.7
O=S1(=O)N=C(Nc2ccc(O)c(CN3CCCCC3)c2)c2ccccc21	-1	2	0	4	3	14	-2	-2	0.0
COc1ccc(CNC(=O)c2cc(-c3ccccc3OC)on2)cc1	2	i	2	-1	10	-2	0	3	-0.3
COc1cccc(C2C(C(=O)NCc3ccccc3)=C(C)Nc3ncnn32)c1 (stereo not given)	3	3	0	-2	7	12	8	1	1.0
CCOC(=O)c1ccc2[nH]cc(C(C)=O)c(=O)c2c1	-4	1	1	2	-7	-8	-1	2	-1.0
CCCn1nc(NS(=O)(=O)c2ccc(F)cc2)c2cc3ccccc3nc21	2	15	0	2	2	-3	8	-5	-0.8
Cc1ccc([N+](=O)[O-])c2c1C(N1CCCCC1)C(C)(C)O2 (stereo not given)	1	-35	2	5	1	1	-2	10	4.3
O=C(O)C1Nc2c(O)cccc2C2C=CCC12 (stereo not given)	50*	10	3	-3	1	-303	7	50*	5.5
COC(=O)c1c(C)[nH]c(C(=O)OCc2csc(CC(=O)Nc3ccccc3C)n2)c1C	/	0	12	/	-2	1	-6	/	/
Cn1cc(S(=O)(=O)N2CCCC(C(=O)O)C2)cn1 (stereo not given)	-3	i	0	5	-2	-43	-7	-5	-0.7
CCC(C)(C)NC(=O)CN(Cc1ccc2c(c1)OCO2)C(=O)CCC(=O)Nc1nccs1	-3	17	0	-2	2	8	-2	-3	-0.5
COc1ccc(C(=O)C(OC(=O)c2ccccc2)c2ccccc2)cc1 (stereo not given)	5	-7	6	-24	-5	-1	6	-4	1.5
CCc1noc(C)c1C(=O)Nc1sc(C(=O)N(C)C)c(C)c1C#N	-8	18	3	5	1	3	-14	4	-0.3
COc1cc(C)c(Cl)c(C)c1S(=O)(=O)NCc1ccc2c(c1)OCO2	1	19	0	-2	14	5	6	-2	1.7
CCCNS(=O)(=O)c1ccc(CCC(=O)NCc2ccco2)cc1	3	6	7	-3	17	-3	0	4	0.4
O=c1[nH]c(=O)n(CCO)c2nnn(Cc3ccccc3)c12	0	18	6	4	5	3	-2	-4	-0.2
CCCOc1ccc(NC(=O)CC2C(=O)N(C)C(=S)N2Cc2cccs2)cc1 (stereo not given)	1	-1	7	1	-3	6	0	2	2.3
Cn1ncc2c(O/N=C(\N)c3ccc(C(C)(C)C)cc3)ncnc21	-1	5	1	3	2	2	-25	-3	2.9
Cc1ccc(O)c(C(CC(=O)NC2CCCCC2)c2ccccc2)c1 (stereo not given)	2	-3	1	-3	0	1	-1	3	0.4
